GAA glycogen mod – alters human alpha-glucosidase cleavage of glycogen. Potency, µM (series often up to 76.4 µM), for inactives: top-dose activity change, negative = inhibition, hits mostly inhibitors. AID 2100. 300,000 tested, 0.38% active. P10253. recombinant GAA, glycogen substrate, Amplex Red glucose oxidase fluorescence;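 further: 0% = full enzyme reaction and -100% = no-enzyme basal signal; the screen sought inhibitors and activators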
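Recombinant human alpha-glucosidase (4 nM final) hydrolysed bovine liver glycogen (30 ug) for 40 min at 37 C in pH 5.0 citrate/phosphate with 0.01% Tween-20. Released glucose detected by glucose oxidase/Amplex Red, Ex 573/Em 610 nm. Compounds up to 77 uM; AC50 from Hill fits.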
NPSR antagonist – blocks cAMP signaling of the human neuropeptide S receptor | Q6W5P4 | CHO-NPSR cells, cAMP TR-FRET, antagonist mode | Potency, µM (doses to about 38.3 µM), without a hit: at the highest dose activity change, negative = inhibition, usual class: inhibitors | 220,000 tested, 1% active; further: on the % scale 0 is the no-effect control and ±100 the full control effect; nearly all actives have a fitted effect of over 50% in size; many of its hits are not listed in these tables
Tau fluor cs – counter-screen for tau fibril formation inhibitors; tau K18 P301L (four-repeat tau fragment) Alexa594 fluorescence, heparin fibrillization; Potency, µM (highest dose often 57.7 µM), for inactives: top-dose activity change, negative = decrease; 280,000 tested, 0.93% active; further: on the % scale 0 is the no-effect control and ±100 the full control effect; nearly all actives have a fitted effect of over 55% in size
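Human K18 P301L tau (15 uM unlabeled plus 0.24 uM Alexa 594-labeled, final) in 100 mM sodium acetate pH 7 was mixed with compound and 20 uM heparin and incubated 6 hr at 37 C.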
Epigenetic derep – derepresses silenced GFP reporter in murine cells | 280,000 tested, 0.2% active | AID 1865 | Potency, µM (top dose mostly 53.9 µM), for the others: at the top dose GFP activation, most hits filed as activators | murine LDR cells, GFP reporter derepression, 30 h; further: % of control where 0% means no effect; nearly all actives have a fitted effect of over 60% in size
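Derepression of a silenced CMV-GFP reporter in murine LDR cells is scored by enumerating GFP-positive cells with a laser-scanning microplate cytometer after 30 hours of treatment at 37 C.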
GLA spleen mod – inhibits or activates alpha-galactosidase in human spleen homogenate; AID 2107; human spleen homogenate, 4MU-alpha-Gal fluorescence, 40 min; Potency, µM (highest dose often 80 µM), for the others: top-dose activity change, negative = inhibition, most hits filed as inhibitors; 240,000 tested, 0.008% active;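 further: 0% = enzyme with vehicle and -100% = no enzyme basal signal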
Target sequence (P06280 32-429 limits assumed): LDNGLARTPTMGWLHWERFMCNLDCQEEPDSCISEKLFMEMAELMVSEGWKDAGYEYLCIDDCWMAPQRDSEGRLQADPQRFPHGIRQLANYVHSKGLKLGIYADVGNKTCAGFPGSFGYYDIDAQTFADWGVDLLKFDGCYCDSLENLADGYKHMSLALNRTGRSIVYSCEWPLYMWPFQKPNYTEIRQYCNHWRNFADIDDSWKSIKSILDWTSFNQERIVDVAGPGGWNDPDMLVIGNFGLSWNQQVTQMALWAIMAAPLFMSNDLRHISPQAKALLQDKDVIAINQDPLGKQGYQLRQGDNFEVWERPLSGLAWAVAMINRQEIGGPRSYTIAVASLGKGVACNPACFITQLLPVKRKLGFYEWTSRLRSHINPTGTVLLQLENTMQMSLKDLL
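Inhibition or activation of alpha-galactosidase in human spleen homogenate is scored by 4-MU fluorescence after 40 min at 37C, pH 5.0, with 1 mM substrate. AC50s come from concentration-response fitted to the Hill equation.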
GAA inhib – blocks human lysosomal alpha-glucosidase | purified human GAA, 4-MU-alpha-glucoside fluorescence | Potency, µM (titrated, usually from 76.9 µM), without a hit: at the highest dose activity change, negative = inhibition, hits mostly inhibitors | 200,000 tested, 0.005% active | AID 1466;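 further: plate controls were uninhibited enzyme wells for no effect and no-enzyme background for full effect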
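Fluorogenic assay: 4 nM human alpha-glucosidase with 400 uM 4-methylumbelliferyl-alpha-D-pyranoside in 50 mM citrate/phosphate, 0.005% Tween-20, pH 5.0, 20 min at room temperature. Compounds tested up to 77 uM; AC50 from Hill fits.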
GAA spleen mod – inhibitors or activators of human alpha-glucosidase in spleen homogenate | human spleen homogenate, 4-MU-alpha-glucoside fluorescence | 240,000 tested, 0.006% active | Potency, µM (highest dose often 79.9 µM), without a hit: at the top dose activity change, negative = inhibition, actives largely listed as inhibitors | AID 2112;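 further: 0% = enzyme with vehicle and -100% = no enzyme basal signal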
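Compounds were titrated against alpha-glucosidase in spleen homogenate at pH 5.0, with 1 mM 4-methylumbelliferyl substrate for 40 min at 37 C. Reactions were quenched with pH 10 NaOH/glycine and fluorescence measured.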
ALDH1A1 block – blocks purified human ALDH1A1 activity; P00352; Purified ALDH1A1, NADH fluorescence, propionaldehyde substrate; Potency, µM (highest dose often 75.3 µM), for the others: at the highest dose activity, negative = inhibition, usual class: inhibitors; 220,000 tested, 7.3% active; AID 1030; active means well fitted inhibition curve with a large enough effect, not every such curve was filed as active; inconclusive means small, poorly fitted or top-dose-only effect, or another doubt; inactive means no such curve, though single readings can be large or run the other way;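 further: plate controls were no enzyme wells and a reference inhibitor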
Target sequence (P00352 whole entry, looked up): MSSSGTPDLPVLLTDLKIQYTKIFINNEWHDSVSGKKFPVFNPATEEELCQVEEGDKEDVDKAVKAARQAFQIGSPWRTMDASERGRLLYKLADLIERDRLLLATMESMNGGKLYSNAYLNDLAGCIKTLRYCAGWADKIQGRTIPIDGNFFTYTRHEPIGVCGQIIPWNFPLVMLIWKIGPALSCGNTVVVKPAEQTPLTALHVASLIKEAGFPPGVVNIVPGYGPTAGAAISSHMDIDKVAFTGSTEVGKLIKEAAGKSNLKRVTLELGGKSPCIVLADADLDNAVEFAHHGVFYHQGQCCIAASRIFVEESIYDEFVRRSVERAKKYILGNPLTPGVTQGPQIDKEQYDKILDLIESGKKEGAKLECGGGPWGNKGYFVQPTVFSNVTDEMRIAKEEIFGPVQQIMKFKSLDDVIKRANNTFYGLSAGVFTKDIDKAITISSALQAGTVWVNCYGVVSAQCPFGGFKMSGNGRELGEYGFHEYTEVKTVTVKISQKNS
Active calls of the source: *; ? = inconclusive; · = no result given; [ ] = dose if it differs, or a comment. Unless noted, the call rests on the fitted dose curve; in most records, active means well fitted curve in the direction sought with a large enough effect; inconclusive means small, poorly fitted or top-dose-only effect, or another doubt; inactive means no such curve, though single readings can be large; an effect the other way counts as inactive or inconclusive. Potency means the concentration at half of the fitted maximal effect.

SMILES | GAA glycogen mod | NPSR antagonist | Tau fluor cs | Epigenetic derep | GLA spleen mod | GAA inhib | GAA spleen mod | ALDH1A1 block
CC(Sc1ncc(C(F)(F)F)cc1Cl)C(=O)NCC1CCCO1 (stereo unspecified) | 7% | -9% | -6% | 1.3% | 2% | 1% | -4% | 6%
CCOC(=O)C1=C(N)Oc2c(c(=O)[nH]c3ccccc23)C1c1ccccc1 (stereo unspecified) | 6% | -11%[46.1 µM] | 3% | 2.1% | 1% | -11%[15.4 µM] | -3% | 10%
COc1ccccc1N1CCN(C(=O)/C=C/c2cccc([N+](=O)[O-])c2)CC1 | 7% | 20% | -22% | 8.2% | -6% | -9%[15.4 µM] | 4% | 14µM*
CCOC(=O)C1CCCN(C(=O)c2ccc3c(=O)n(CCOC)c(=S)[nH]c3c2)C1 (stereo unspecified) | · | -6%[46.1 µM] | 3% | 0.0% | 1% | 0% | -2% | 10%
COC(=O)c1ccccc1Sc1snnc1C | 7% | 2% | 8% | 0.0% | -1% | 3% | 1% | -6%
COCCn1c(SCC(=O)Nc2ccc(OC)c(S(N)(=O)=O)c2)nc2ccccc21 | 8% | -10% | 1% | -0.7% | 16% | · | 7% | ·
O=C(CC1NC2CCCCC2NC1=O)Nc1ccc2c(c1)OCO2 (stereo unspecified) | -3% | -6%[46.1 µM] | 1% | -2.1% | 2% | -10% | 2% | -2%
O=c1[nH]n(-c2ccc(F)cc2)c2ncccc12 | 8% | -12%[46.1 µM] | -2% | 2.5% | -5% | 5% | -9% | 7%
Cc1cccc(C)c1NC(=O)CS(=O)CC(=O)NCCCc1ccccc1 (stereo unspecified) | 11% | -13%[46.1 µM] | 2% | 1.0% | 0% | -7% | -9% | 3%
Cc1ccsc1/C=N/Nc1cccc(C(=O)O)c1 | ? | -35% | -24% | -0.2% | 3% | -6% | 6% | -5%
CCOc1cc(CNCc2ccncc2)cc(Br)c1OCc1ccc(F)cc1 | -1% | -15%[46.1 µM] | -21% | -0.9% | 0% | -4% | -5% | 3%
CC(=O)c1cc(F)c(N2CCOCC2)cc1C | 15% | 3%[46.1 µM] | -14% | 1.8% | 2% | 13% | -4% | ?
O=C(NCCc1ccccc1)c1noc2c1CCCCC2 | 6% | -3%[46.1 µM] | -9% | 1.0% | 6% | ? | -1% | ?
Cc1ccc(C(=O)/C=C\Nc2ccc(C)c(C)c2)cc1 | -2% | -4% | -12% | 3.3% | 5% | -9% | 5% | -2%
O=C(O)CC1(CC(=O)Nc2cc(C(F)(F)F)cc(C(F)(F)F)c2)CCCCC1 | 1% | -31% | -2% | -2.1% | 8% | · | -18% | ·
CCn1c(-c2ccccc2)csc1=Nc1ccc(O)cc1 | 13µM* | -26% | ? | -0.5% | -2% | -6% | · | ?
CC(=O)SCCC(=O)Nc1ccccc1 | 0% | -5%[46.1 µM] | 3% | -2.1% | 5% | 3% | 0% | -1%
CCN(CC)CCNC(=O)/C(=N\O)c1ccccn1 | 10% | 9% | 0% | 0.9% | -4% | 9% | -5% | 16%
COc1cccc(CC(=O)NNC(=O)c2c(-c3ccccc3)noc2C)c1 | 4% | -11% | -2% | 1.0% | 6% | · | 7% | ·
O=C(COC(=O)c1ccccc1-c1nc2ccccc2s1)NC1CCS(=O)(=O)C1 (stereo unspecified) | -4% | 16% | -8% | -0.9% | 6% | -3% | 5% | 7%
Cc1cccc(NC(=O)Cc2ccc(F)cc2)c1 | 17% | -1%[46.1 µM] | -13% | 1.4% | -11% | 11% | 2% | ?
O=C(O)CSC1=NC(=Nc2ccc(Cl)cc2)C2(CCCCC2)N1c1cccc(C(=O)O)c1 | -6% | 3% | 6% | -0.9% | 8% | -6% | 6% | 5%
CCc1ccccc1NC1=NCC(=O)N1Cc1ccccc1 | 3% | -2%[7.67 µM] | -16% | 3.2% | 1% | 1% | -5% | -5%
COc1cc(OC)cc(C(=O)NNC(=O)NC2CCCCC2)c1 | 0% | 11% | -2% | 0.1% | 4% | 0% | 0% | -8%
COc1ccc(C(=O)COC(=O)[C@H](C)Nc2ccc(C(F)(F)F)cc2[N+](=O)[O-])c(OC)c1 | -4% | 13%[46.1 µM] | -16% | ? | 8% | -11% | 4% | -13%
Later entries
SMILES | GAA glycogen mod | NPSR antagonist | Tau fluor cs | Epigenetic derep | GLA spleen mod | GAA inhib | GAA spleen mod | ALDH1A1 block
CCCCCCCCC(=O)NCCOc1ccccc1 | 17% | -25%[46.1 µM] | -9% | 0.0% | -11% | ? | -1% | 3%
Nc1nc2ncc(C(=O)c3cc(Cl)cc(Cl)c3O)cc2s1 | -9% | 16% | -25% | 3.3% | 2% | -5% | -6% | ?
Cc1cccc(C(=O)Nc2sc(C(=O)N3CCCC3)c(C)c2C#N)c1 | 4% | -12%[46.1 µM] | -10% | 4.1% | 4% | -5% | -1% | -13%
Cc1ccccc1OCC(=O)NC(Cc1c[nH]c2ccccc12)C(=O)O (stereo unspecified) | 0% | -6% | -14% | -5.5% | 2% | 9% | -1% | -7%
Cc1ccc(C(=O)Nc2ccccc2C(N)=O)o1 | 1% | -30%[46.1 µM] | 2% | -0.7% | -6% | -3% | -6% | 3%
Cc1nc(SCc2cccc(Oc3ccccc3)c2)n[nH]1 | 6% | -9%[46.1 µM] | -9% | -0.2% | -7% | -1% | -8% | 1%
COC(=O)c1ccccc1NC(=O)NCc1ccccn1 | -4% | -1%[46.1 µM] | -1% | 0.0% | -6% | 0% | 6% | ?
Cc1cc(C)c(NC(=O)CCCN2CCN(C)CC2)c(C)c1 | -9% | 7%[46.1 µM] | 4% | 1.0% | 10% | 4% | 2% | 1%
Cc1cc(C(=O)NCC(=O)OCC(=O)N2CCCCCC2)ccc1[N+](=O)[O-] | 10% | -26%[46.1 µM] | -6% | 0.0% | 0% | 2% | 0% | -2%
O=C(Nc1cccc2ccccc12)C1CCN(C(=O)NCc2ccccc2)CC1 | 6% | -5%[46.1 µM] | -15% | -0.9% | 1% | -11% | -9% | 1%
Cc1oc(C)c(C(=O)O)c1COc1ccc(C(=O)O)cc1 | -3% | -4%[46.1 µM] | -5% | -0.7% | 4% | 4% | 0% | -4%
CCCC(=O)Nc1cc2c(cc1C(C)=O)OCCO2 | -1% | 5% | -5% | 1.1% | -2% | 1% | -3% | ?
CC(C)(C)N(NC(=O)Nc1ccc(Cl)cc1)C(=O)c1ccccc1 | 3% | -22%[46.1 µM] | -3% | -1.4% | 8% | -9% | -4% | 14%
CCOC(=O)c1c(-c2ccccc2)c(C(C)=O)c(=O)n(C)c1C | -16% | 0%[46.1 µM] | -5% | -1.2% | 3% | -13% | 1% | -4%
CCOc1ccc(OCCN2C(=O)NC3(CCCc4ccccc43)C2=O)cc1 (stereo unspecified) | -2% | -7%[46.1 µM] | -4% | -0.1% | 7% | -7% | 3% | -11%
COc1ccc(-c2nc3ccccc3c(=O)n2CCOc2cccc(C)c2C)cc1 | 3% | -4% | -11% | 0.0% | -1% | 4% | -4% | ?
CNC(=O)C1CC(=O)N(c2ccc(C)cc2)C1 (stereo unspecified) | 8% | 17%[46.1 µM] | -4% | 0.0% | 2% | 1% | -3% | 5%
N#Cc1ccc(/C=C/C(=O)c2ccc3c(c2)OCO3)cc1 | -4% | -39% | 0% | 7.1% | 1% | ? | 8% | -14%
CC(=O)Nc1cccc(-n2nnc(SCC(=O)N(C)c3ccccc3)n2)c1 | 5% | 3%[7.67 µM] | -18% | 2.7% | -2% | · | -4% | ·
O=C(N/N=C/c1ccncc1)c1cc(Br)ccc1OCc1ccccc1 | -7% | 6% | 1% | -1.1% | 1% | -2% | 7% | -16%
CCOc1cc(CNc2ccc3[nH]c(=O)[nH]c3c2)ccc1OCC(=O)NC(C)(C)C | -19% | ? | ? | 0.0% | 8% | -7% | 2% | ?
COc1cc(C(=O)C(=O)c2cc(OC)c(O)c(OC)c2)cc(OC)c1O | -1% | -4%[7.67 µM] | -11% | -1.4% | -3% | · | -8% | ·
CC1CCC(=NNC(=O)Cc2cccn2C)CC1 (stereo unspecified) | -8% | 7% | -3% | -3.4% | 3% | 1% | -17% | ?
Cc1cccc(Nc2nc(N)c([N+](=O)[O-])c(NCc3ccccc3)n2)c1 | -5% | ? | ? | 3.2% | -15% | · | 2% | ·
COc1ccc(C(c2nnnn2CCc2ccccc2)N2CCN(C3CCCC3)CC2)cc1OC (stereo unspecified) | 9% | -29%[46.1 µM] | 1% | -6.0% | -5% | 7% | -2% | 6%

One compound at a time, from the list above. Values in the order: GAA glycogen mod | NPSR antagonist | Tau fluor cs | Epigenetic derep | GLA spleen mod | GAA inhib | GAA spleen mod | ALDH1A1 block
Shown for O=C(NCCc1ccccc1)c1noc2c1CCCCC2 = 6% | -3%[46.1 µM] | -9% | 1.0% | 6% | ? | -1% | ?
Shown for COCCn1c(SCC(=O)Nc2ccc(OC)c(S(N)(=O)=O)c2)nc2ccccc21 = 8% | -10% | 1% | -0.7% | 16% | · | 7% | ·

(list continues)
SMILES | GAA glycogen mod | NPSR antagonist | Tau fluor cs | Epigenetic derep | GLA spleen mod | GAA inhib | GAA spleen mod | ALDH1A1 block
CC1(Cc2cn(CCC#N)c3ccccc23)OCCO1 | 9% | 6%[46.1 µM] | 3% | 5.2% | -2% | -3% | -5% | 13%
O=C1[C@H]2[C@H]3[C@H](O)[C@H](O)C/C(=N/OC[C@@H](O)COCc4ccco4)[C@@H]3CC[C@@H]2C(=O)N1c1cccc(Oc2ccccc2)c1 | · | · | -10%[11.6 µM] | 0.0%[10.1 µM] | 5%[17.5 µM] | · | 2%[17.4 µM] | -9%[13.5 µM]
Cc1cc(C)nc(NC(=O)c2cccc(Cl)c2)n1 | -5% | -6%[46.1 µM] | 4% | -1.8% | 3% | 0% | 1% | 16%
Cc1ccc2c(CN3C(=O)NC4(CCCCC4)C3=O)cc(=O)oc2c1C | 7% | -26%[46.1 µM] | -4% | 0.0% | 7% | -3% | -7% | -10%
CCCc1nnc(NC(=O)c2c(O)c3cccc4c3n(c2=O)CCC4)s1 | 3% | -5%[46.1 µM] | -7% | -1.0% | 1% | 1% | -1% | -5%
CCn1c(SCC(=O)c2ccc3ccccc3c2)nnc1-c1ccco1 | 6% | -17%[46.1 µM] | -4% | 0.9% | 4% | -23% | -6% | -13%
COCCCn1c(-c2cccs2)nc2nc3ccccc3nc21 | -10% | -3% | -6% | 2.4% | ? | · | ? | ·
O=C(NN=C1CCN(Cc2ccccc2)CC1)c1ccccc1 | -16% | 22% | -8% | 4.6% | -4% | -2% | -12% | -8%
O=C(CSc1ccc(-c2ccncc2)nn1)N1CCCCC1 | 3% | 23% | -5% | -0.3% | -9% | 9% | -1% | -6%

Screening data (PubChem BioAssay)

These rows are one share of the data; rates above refer to the full screens.
